SENP1 inh: inhibitors of human SENP1 SUMO protease catalytic domain; AID 624204; hit rate 0.21% among 360,000; recombinant SENP1 catalytic domain, CyPet-SUMO1-YPet FRET cleavage; inhibition, % at 10 µM;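 active = inhibition at least 30% at 10 µM, raw YFP signal under a set limit, fluorescence ratio 0.5 to 1.5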;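 note: 0% = enzyme with DMSO and 100% = no enzyme wells; some results filed as inactive read as strong as hits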
Target sequence (Q9P0U3 419-644 limits assumed): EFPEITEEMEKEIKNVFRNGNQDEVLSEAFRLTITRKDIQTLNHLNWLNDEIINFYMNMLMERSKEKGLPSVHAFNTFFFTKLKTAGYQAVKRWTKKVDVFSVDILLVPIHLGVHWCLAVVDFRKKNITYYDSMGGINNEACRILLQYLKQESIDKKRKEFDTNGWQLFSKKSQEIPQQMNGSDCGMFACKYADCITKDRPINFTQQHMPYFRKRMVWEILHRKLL
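Controls: no-enzyme wells low, DMSO-plus-enzyme wells high control. Test system: human recombinant His6-tagged SENP1 catalytic domain enzyme. Reagent: SFCypet-SUMO1-SFYpet FRET protein substrate, 25 nM final. Doses: one dose per compound, 10 µM, 0.5% DMSO. Detection: FRET, CFP and YFP emission. Timing: 50 min reaction at room temperature.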
SENP6 inh: SENP6 protease inhibition; Recombinant SENP6 catalytic domain, aminoluciferin luminescence; inhibition, % at 10 µM; hit rate 1.8% among 330,000; AID 2599;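 active = inhibition above about 50% at the single tested dose, limit read from the data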;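 note: plate controls were DMSO wells with enzyme for no effect and DMSO wells lacking enzyme for full effect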
Target sequence (Q9GZR1 628-1112 limits assumed): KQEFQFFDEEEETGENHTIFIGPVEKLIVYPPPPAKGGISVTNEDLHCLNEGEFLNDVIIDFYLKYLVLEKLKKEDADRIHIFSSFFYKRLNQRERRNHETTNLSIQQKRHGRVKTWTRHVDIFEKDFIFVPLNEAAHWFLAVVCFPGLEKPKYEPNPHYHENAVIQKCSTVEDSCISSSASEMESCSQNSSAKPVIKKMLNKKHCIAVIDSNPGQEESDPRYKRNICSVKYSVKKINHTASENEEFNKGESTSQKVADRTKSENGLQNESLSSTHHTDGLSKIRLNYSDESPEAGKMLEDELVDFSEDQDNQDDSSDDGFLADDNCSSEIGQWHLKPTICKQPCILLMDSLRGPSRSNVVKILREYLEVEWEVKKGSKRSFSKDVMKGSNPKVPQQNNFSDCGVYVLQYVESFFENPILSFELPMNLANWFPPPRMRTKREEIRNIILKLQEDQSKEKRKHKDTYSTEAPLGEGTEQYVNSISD
HKDC1 inh: inhibitors of human hexokinase HKDC1 | recombinant HKDC1, G6PDH/diaphorase resazurin coupled fluorescence | inhibition, % at 20 µM | hit rate 0.16% among 340,000;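 active = inhibition above about 35% when tested at 20 µM, limit read from the data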;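 note: plate controls were DMSO wells with enzyme for no effect and DMSO wells lacking enzyme for full effect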
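Incubation: 90 min at room temperature in dark / Material: recombinant HKDC1 (HK5) hexokinase enzyme, produced in-house / Quantity: enzyme 5 µg/mL final / Compound: one dose of 20 µM, 1% DMSO / Reagent: glucose and ATP substrates / Buffer or medium: Tris pH 8.0 buffer with MgCl2, Tween-20, BSA, BME / Technique: resorufin fluorescence at 613 nm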
NLRP3 yeast inh: NALP3 inhibition in yeast; Yeast reconstituted NLRP3/ASC/caspase-1, beta-gal luminescence, 24 h; inhibition, % at 10 µM; hit rate 0.39% among 330,000; AID 2825;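 active = inhibition of 50% or more; inactive = inhibition below 50%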;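 note: plate controls were induced DMSO wells for no effect and uninduced yeast grown without galactose for full effect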
SENP8 block-1: inhibitors of human SENP8 protease; Q96LD8; AID 2540; purified SENP8, Z-RLRGG-aminoluciferin cleavage, luminescence; hit rate 1.2% among 330,000; inhibition, % at 10 µM; in the data active = inhibition above about 50%
Target sequence (Q96LD8 whole entry, looked up): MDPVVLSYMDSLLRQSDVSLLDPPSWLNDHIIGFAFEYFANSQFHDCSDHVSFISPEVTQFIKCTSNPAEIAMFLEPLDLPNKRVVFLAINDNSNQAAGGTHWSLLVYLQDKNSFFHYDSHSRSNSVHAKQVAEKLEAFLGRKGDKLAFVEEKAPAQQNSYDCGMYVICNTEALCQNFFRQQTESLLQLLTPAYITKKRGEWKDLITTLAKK
Apaf1 inhib: blocks human Apaf-1 apoptosome activity | hit rate 0.71% among 330,000 | AID 489030 | reconstituted apoptosome caspase-3 activity, DEVD-Rh110 fluorescence | O14727 | inhibition, % at 20 µM; active = inhibition of at least 40% at 20 µM;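 note: plate controls were DMSO wells for no effect and DEVD-CHO caspase inhibitor wells for full effect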
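Material: biochemical Apaf-1 apoptosome reconstitution. Medium: Hepes buffer, pH 7.5. Also added: cytochrome c activation, bis-DEVD rhodamine 110 substrate. Timing: 30 min compound preincubation, 50 min activation, room temperature. Measured by: rhodamine 110 fluorescence at Ex 480/Em 540 nm.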
SENP7 inh: blocks the human protease SENP7. Q9BQF6. recombinant SENP7, Z-RLRGG-aminoluciferin luminescence, 40 min. inhibition, % at 5 µM. hit rate 1.5% among 330,000. AID 434973;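 active = inhibition above about 50% at the single test dose, limit read from the data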;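 note: plate controls were DMSO with enzyme for no effect and no enzyme buffer wells for full effect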
PfGluPho inh: PfG6PD (Plasmodium falciparum) enzyme inhibition; PfGluPho enzyme, NADPH resazurin-diaphorase fluorescence; inhibition, % at 20 µM; hit rate 0.78% among 350,000; AID 504690;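 active = inhibition reaching at least a set limit at 20 µM in the primary screen, cut at about 59% in these data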;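 note: 0% = DMSO wells with substrate and 100% = DMSO wells lacking glucose-6-phosphate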
SENP8 block-2: SENP8 (human) protease inhibition; Q96LD8; recombinant SENP8, Nedd8 substrate fluorescence; inhibition, % at 20 µM; hit rate 0.64% among 360,000; AID 602440; in the data active = inhibition mostly above about 40%, no sharp cut-off; inactive = mostly below about 27%
* marks the source's active call; other numbers are inactive results; . = not tested or not shown.

1) CCOc1cc(CNCc2cccnc2)cc(Br)c1OCC(N)=O
2) CC(=O)NS(=O)(=O)c1ccc(NC(=O)C(Sc2ccccc2)c2ccccc2)cc1 (stereo not drawn)
3) CC(C)c1ccccc1NC(=S)NN(Cc1ccccc1)c1ccccc1
4) CC(C)(C)c1ccc(NC(=O)c2cc[n+]([O-])cc2)cc1
5) O=C(CCC1CCCC1)N1CCC(N2CCCCCC2)CC1
6) Cc1ccccc1C(=O)NC(=S)Nc1ccccc1[N+](=O)[O-]
assay / entry | 1 | 2 | 3 | 4 | 5 | 6
SENP1 inh | 1 | 0 | 2 | 0 | -2 | 1
SENP6 inh | -2 | -5 | -6 | 0 | -13 | 20
HKDC1 inh | -4 | -9 | 0 | -2 | -12 | -11
NLRP3 yeast inh | 16 | 13 | 4 | -3 | 13 | 33
SENP8 block-1 | 3 | -5 | -5 | -12 | -14 | 7
Apaf1 inhib | -6 | -5 | 28 | -2 | 5 | 2
SENP7 inh | -5 | 8 | 4 | -1 | -7 | -5
PfGluPho inh | -1 | -16 | 3 | 2 | 6 | 7
SENP8 block-2 | 10 | 22 | 12 | 0 | 6 | 11

7) Cc1cc(C(=O)OCC(=O)NCc2ccco2)c(C)n1-c1ccc(F)cc1
8) CCn1c(SC(C)C)nnc1-c1c[nH]c2ccccc12
9) COc1cc(/C=C/C(=O)N[C@@H](Cc2c[nH]c3ccccc23)C(=O)O)ccc1O
10) O=C1C=C(c2cccc3c2Oc2ccccc2S3)C[C@@H](c2ccc(Cl)cc2)C1
11) Cc1c(Cl)cccc1NCC(=O)Nc1ccc(Cl)cc1F
12) O=C(CSc1ccc(S(=O)(=O)N2CCCCC2)cn1)Nc1ccccc1Br
assay / entry | 7 | 8 | 9 | 10 | 11 | 12
SENP1 inh | 0 | 2 | -11 | 3 | 0 | -4
SENP6 inh | 3 | 9 | 5 | -16 | 24 | -1
HKDC1 inh | -8 | -5 | 1 | 2 | -7 | 3
NLRP3 yeast inh | -4 | 21 | 18 | 13 | 23 | 14
SENP8 block-1 | -6 | 1 | 3 | -1 | -2 | 1
Apaf1 inhib | 16 | 6 | 3 | 11 | 16 | 10
SENP7 inh | -6 | 0 | 2 | 6 | -1 | -7
PfGluPho inh | 18 | 4 | -1 | 23 | 10 | 7
SENP8 block-2 | 8 | 14 | -38 | 11 | 24 | 3

13) N#CCSc1ccsc1C(=O)Nc1ccc(F)cc1
14) Cc1cccc(Nc2nnc(SCC(=O)c3c(N)n(C4CC4)c(=O)[nH]c3=O)s2)c1
15) O=C(NCCc1nc2ccccc2[nH]1)/C(=C/c1ccc(F)cc1)NC(=O)c1ccco1
16) CN1CCN(NC(=O)Nc2cccc(F)c2)CC1
17) COc1ccc(OC)c(NC(=O)CCCCCn2nnc3ccccc3c2=O)c1
18) COc1ccc(N(C)S(=O)(=O)c2cccc(C(=O)NCC(c3cccs3)N(C)C)c2)cc1 (stereo not drawn)
assay / entry | 13 | 14 | 15 | 16 | 17 | 18
SENP1 inh | 1 | -2 | -3 | 2 | 1 | -9
SENP6 inh | 12 | 13 | 0 | 9 | 16 | 3
HKDC1 inh | 4 | -1 | -5 | 2 | 3 | -3
NLRP3 yeast inh | -14 | 12 | 14 | 9 | 16 | 19
SENP8 block-1 | -6 | -12 | 1 | 9 | -1 | 13
Apaf1 inhib | -4 | 9 | -6 | 5 | 3 | 19
SENP7 inh | 10 | 3 | 1 | -3 | 4 | -6
PfGluPho inh | -6 | 2 | -27 | -9 | 0 | 5
SENP8 block-2 | 5 | 9 | 1 | 2 | 12 | -4

19) COC(=O)c1ccc(N(CC(=O)NCC2CCCO2)C(=O)CCC(=O)Nc2cc(C)on2)cc1 (stereo not drawn)
20) Cc1ccc(/C=N/NC(=O)CNC(=O)c2cccs2)o1
21) COc1ccc(COc2cc(-c3cccc(OC)c3)nc3ccc(NC(=O)c4ccc(C)cc4)cc23)cc1
22) CC(=O)Oc1ccc(C(=O)NCCc2ccccc2)cc1
23) CCCN1C(=O)CC(C(=O)OC)=C1C
24) Cc1nnc(SCC(=O)c2c[nH]c3ccccc23)n1C1CC1
assay / entry | 19 | 20 | 21 | 22 | 23 | 24
SENP1 inh | 2 | 4 | -2 | 2 | 2 | -2
SENP6 inh | -20 | 7 | -11 | 34 | -7 | -8
HKDC1 inh | -3 | -6 | -1 | -2 | -4 | -2
NLRP3 yeast inh | 6 | 3 | 16 | 19 | 1 | 11
SENP8 block-1 | -4 | -2 | -9 | 10 | 7 | 1
Apaf1 inhib | 4 | -9 | 14 | -6 | 1 | -3
SENP7 inh | 7 | 5 | -4 | 36 | 3 | 1
PfGluPho inh | 15 | -9 | 16 | -22 | -21 | 21
SENP8 block-2 | 6 | 4 | -253 | 0 | 20 | 10

Structures above containing a furan ring, fused or not, in the order listed:
7) Cc1cc(C(=O)OCC(=O)NCc2ccco2)c(C)n1-c1ccc(F)cc1
15) O=C(NCCc1nc2ccccc2[nH]1)/C(=C/c1ccc(F)cc1)NC(=O)c1ccco1
20) Cc1ccc(/C=N/NC(=O)CNC(=O)c2cccs2)o1
assay / entry | 7 | 15 | 20
SENP1 inh | 0 | -3 | 4
SENP6 inh | 3 | 0 | 7
HKDC1 inh | -8 | -5 | -6
NLRP3 yeast inh | -4 | 14 | 3
SENP8 block-1 | -6 | 1 | -2
Apaf1 inhib | 16 | -6 | -9
SENP7 inh | -6 | 1 | 5
PfGluPho inh | 18 | -27 | -9
SENP8 block-2 | 8 | 1 | 4

Later entries:
25) COc1ccc(C/C(O)=C(\C#N)c2nc3ccccc3s2)cc1
26) O=C1c2ccccc2C(=O)N1n1cccc1
27) CC(C)C(C)NC(=O)COC(=O)C1CCN(S(=O)(=O)c2ccc3c(c2)OCCO3)CC1 (stereo not drawn)
28) Cc1ccn2c(C(=O)N/N=C\c3cccs3)c(C)nc2c1
29) Cn1c(=O)[nH]c(=O)c2c1nc(CN1CCN(c3ccc(F)cc3)CC1)n2CCc1ccccc1
30) COc1ccc(-n2cccc2/C=C2\C(=N)N3N=C(c4ccco4)SC3=NC2=O)cc1
assay / entry | 25 | 26 | 27 | 28 | 29 | 30
SENP1 inh | -13 | 0 | 0 | 1 | 3 | 9
SENP6 inh | 4 | 3 | 1 | 9 | -2 | -101
HKDC1 inh | -12 | -7 | -4 | -6 | -7 | 35*
NLRP3 yeast inh | 24 | -5 | 8 | 0 | 17 | 26
SENP8 block-1 | -13 | -3 | -10 | 5 | 1 | 3
Apaf1 inhib | 2 | -2 | 5 | -5 | -1 | 21
SENP7 inh | -10 | 1 | 1 | 7 | -3 | 5
PfGluPho inh | -46 | -9 | 4 | -8 | 17 | -13
SENP8 block-2 | -30 | 8 | 8 | 12 | 8 | 3

31) O=C(CN1CCN(Cc2ccccc2Cl)C1=O)NCC1CCCO1 (stereo not drawn)
32) Nc1ccn(CC(=O)NCCNc2ccc([N+](=O)[O-])cn2)c(=O)n1
33) Cc1cccc(-n2c(-c3csc4ccccc34)n[nH]c2=S)c1
34) Cc1csc(NC(=O)C2COc3ccccc3O2)n1 (stereo not drawn)
35) Cc1cc(C(=O)COC(=O)c2cccn2C)c(C)n1Cc1ccco1
36) O=C(Cc1ccc(Cl)cc1)N1CCOCC1
assay / entry | 31 | 32 | 33 | 34 | 35 | 36
SENP1 inh | 2 | 1 | 2 | -1 | -1 | 2
SENP6 inh | 15 | -17 | 10 | 33 | 67* | -7
HKDC1 inh | 0 | -8 | -6 | 6 | -3 | 1
NLRP3 yeast inh | 10 | 13 | 17 | 1 | 13 | 3
SENP8 block-1 | 3 | -7 | 4 | -1 | 64* | 6
Apaf1 inhib | 0 | -8 | 17 | -4 | 7 | -3
SENP7 inh | -1 | -3 | 3 | 1 | 67* | 4
PfGluPho inh | -18 | 2 | 21 | -6 | 7 | -9
SENP8 block-2 | 10 | 20 | -29 | 14 | 4 | 23

37) Cc1cc(C)c(Cn2c3ccccc3c3cnn(CC(=O)NCCN4CCOCC4)c(=O)c32)c(C)c1
38) COc1ccccc1N1CCN(C(CNS(=O)(=O)c2ccccc2)c2ccccc2)CC1 (stereo not drawn)
39) CC(=O)NC1C(=O)N=C(SCC(=O)NCc2ccccc2)NC1=O (stereo not drawn)
40) N#CCCn1nnc(-c2ccccc2F)n1
41) COC(=O)C[C@H]1c2cc(C(F)(F)F)ccc2S(=O)(=O)N1C1CCCC1
42) COc1cccc(C(C(=O)NC2CCCCC2)N(Cc2ccco2)C(=O)c2ccccn2)c1 (stereo not drawn)
assay / entry | 37 | 38 | 39 | 40 | 41 | 42
SENP1 inh | -5 | 1 | 1 | 0 | 1 | 2
SENP6 inh | -2 | -16 | -40 | -6 | 1 | -25
HKDC1 inh | 2 | -1 | -5 | -5 | -6 | -5
NLRP3 yeast inh | 22 | 25 | 9 | 0 | 4 | 15
SENP8 block-1 | 0 | -13 | 7 | 9 | 1 | -2
Apaf1 inhib | 20 | 25 | -6 | 10 | 8 | -3
SENP7 inh | 1 | 13 | 9 | 0 | -1 | -1
PfGluPho inh | 12 | -1 | -11 | -11 | -6 | -78
SENP8 block-2 | -26 | -7 | 4 | 18 | 8 | 4

Entries of single compounds, looked up by structure. Screens in order: SENP1 inh, SENP6 inh, HKDC1 inh, NLRP3 yeast inh, SENP8 block-1, Apaf1 inhib, SENP7 inh, PfGluPho inh, SENP8 block-2
COc1cccc(C(C(=O)NC2CCCCC2)N(Cc2ccco2)C(=O)c2ccccn2)c1 (stereo not drawn) as listed: 2, -25, -5, 15, -2, -3, -1, -78, 4
COC(=O)C[C@H]1c2cc(C(F)(F)F)ccc2S(=O)(=O)N1C1CCCC1 as listed: 1, 1, -6, 4, 1, 8, -1, -6, 8

(listing goes on)
43) O=C(O)CC(SCC(=O)Nc1ccc(Br)cc1)C(=O)O (stereo not drawn)
44) Cn1c(-c2ccccc2)cc(=O)n1-c1ccccc1
45) COC(=O)[C@H](C)N(Cc1ccc(Cl)c(Cl)c1)S(=O)(=O)CCNC1CCCC1
46) CCOC(=O)[C@@H]1[C@H]2COc3ccc(Br)cc3[C@@H]2N2C(=O)N(c3ccccc3)C(=O)[C@]12C
47) O=C(CNC(=O)c1ccccc1)NCC1COc2ccccc2O1 (stereo not drawn)
48) CC(=O)c1c(C)[nH]c(C(=O)CN2C(=O)NC(C)(c3ccc4c(c3)OCCO4)C2=O)c1C (stereo not drawn)
49) O=C1CC(c2cccc(Br)c2)C2=C(CCCC2=O)N1 (stereo not drawn)
50) O=c1[nH]nc(SCc2ccccc2)c(=O)[nH]1
assay / entry | 43 | 44 | 45 | 46 | 47 | 48 | 49 | 50
SENP1 inh | 2 | 1 | 1 | 3 | 2 | -3 | -36 | 1
SENP6 inh | -3 | . | . | -8 | -19 | -15 | 4 | -3
HKDC1 inh | -9 | -7 | 1 | -2 | 2 | -6 | -5 | -11
NLRP3 yeast inh | 7 | . | . | 4 | 2 | 14 | 13 | 2
SENP8 block-1 | -2 | . | . | -14 | -3 | 6 | 1 | 0
Apaf1 inhib | -4 | . | 21 | 18 | 3 | 5 | 9 | -2
SENP7 inh | -6 | . | 2 | -2 | -1 | -5 | 3 | 5
PfGluPho inh | -30 | 13 | 7 | 9 | -4 | 16 | -7 | 0
SENP8 block-2 | -6 | -6 | 5 | 20 | 21 | 12 | -305 | 17

Screening data deposited in PubChem BioAssay by Sanford-Burnham Center for Chemical Genomics.
